RBBP9 inh: inhibitors of human serine hydrolase RBBP9; O75884; recombinant RBBP9, FP-Rh probe fluorescence polarization; inhibition, % at 7.94 µM; 220,000 compounds, 0.2% hits; AID 1515;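 active = inhibition above the campaign mean of all tested compounds plus 3 SD, cut at about 14% in these data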;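 note: plate controls were DMSO wells with RBBP9 for no effect and wells lacking RBBP9 protein for full effect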
Target sequence (O75884 whole entry, looked up): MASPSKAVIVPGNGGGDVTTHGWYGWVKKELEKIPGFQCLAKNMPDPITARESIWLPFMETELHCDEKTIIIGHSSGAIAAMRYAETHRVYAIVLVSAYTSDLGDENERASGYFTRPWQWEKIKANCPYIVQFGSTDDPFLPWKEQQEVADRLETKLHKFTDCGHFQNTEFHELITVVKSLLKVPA
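System: RBBP9 protein / Buffer or medium: Tris/NaCl buffer pH 8.0 with 0.1% Pluronic / Probe or stimulus: Serine-hydrolase probe FP-Rh, 375 nM pre-mixing / Dosing: 7.94 µM single dose, 0.794% DMSO / Times: enzyme-compound preincubation 30 min, then probe labeling 45 min, 25 °C / Technique: fluorescence polarization (mP), excitation 525 nm, emission 598 nm / Replication: singlicate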
Tb hexokinase: blocks Trypanosoma brucei hexokinase 1 activity. recombinant TbHK1, G6PDH-coupled NADH A340. inhibition, % at 10 µM. 220,000 compounds, 0.11% hits;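 active = inhibition of 50% or more in the single-dose primary screen; inactive = inhibition below 50%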
p47phox inh: blocks human p47phox regulatory protein of NADPH oxidases | p47phox/p22phox peptide binding, fluorescence polarization, 2 h | inhibition, % at 24.7 µM | 220,000 compounds, 0.53% hits;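 active = inhibition above about 30%, limit read from the data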;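 note: 0% = p47phox with labelled peptide and 100% = labelled peptide alone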
EP2 antag: EP2 receptor (human) inhibition; P43116; C6 glioma cells expressing human EP2, cAMP TR-FRET; cells stimulated with saturating PGE2; inhibition, % at 25 µM; 260,000 compounds, 0.52% hits; AID 1422;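 active = percent inhibition above 40 after rounding to a whole number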;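 note: rat C6 glioma host cells with rolipram phosphodiesterase inhibitor present; the protocol text gives 20 µM as final concentration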
Furin inhibitor: human furin inhibition; purified furin, fluorogenic substrate cleavage; AID 463115; 220,000 compounds, 0.061% hits; inhibition, % at 30 µM; P09958; in the data active = inhibition above about 25%; note: inactives centre near -15
Target sequence (P09958 108-714 limits assumed): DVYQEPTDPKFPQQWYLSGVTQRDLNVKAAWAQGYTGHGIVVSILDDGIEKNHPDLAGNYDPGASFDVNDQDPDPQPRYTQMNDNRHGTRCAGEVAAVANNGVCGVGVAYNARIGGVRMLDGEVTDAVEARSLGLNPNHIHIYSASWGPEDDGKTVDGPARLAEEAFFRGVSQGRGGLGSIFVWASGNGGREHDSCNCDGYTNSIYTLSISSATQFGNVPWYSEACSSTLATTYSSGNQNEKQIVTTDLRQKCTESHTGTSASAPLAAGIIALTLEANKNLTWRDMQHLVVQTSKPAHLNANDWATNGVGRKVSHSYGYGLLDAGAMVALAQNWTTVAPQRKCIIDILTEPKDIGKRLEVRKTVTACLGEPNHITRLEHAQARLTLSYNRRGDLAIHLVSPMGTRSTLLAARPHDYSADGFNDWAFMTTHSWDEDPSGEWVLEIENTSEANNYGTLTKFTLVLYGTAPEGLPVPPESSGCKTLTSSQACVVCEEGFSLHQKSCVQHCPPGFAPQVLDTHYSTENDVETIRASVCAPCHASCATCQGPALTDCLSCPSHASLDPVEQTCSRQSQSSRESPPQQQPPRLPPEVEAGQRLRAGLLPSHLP
PPC-1+TRAIL kill: kills PPC-1 cancer cells in the presence of TRAIL; 220,000 compounds, 0.41% hits; PPC-1 cells + TRAIL, ATPLite viability luminescence; cell killing (% activity), % at 4 µM; AID 1443;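 active = cell killing above 50% in the first pass at 4 µM, then a duplicate retest at 5 µM averaging 50% or more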;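 note: plate controls were cells with TRAIL plus DMSO for no effect and medium-only wells lacking cells for full effect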
Ba/F3 V617F tox: reduce viability of Ba/F3 cells dependent on JAK2V617F. Ba/F3 EpoR-JAK2V617F viability, ATP luminescence. inhibition, % at 5.6 µM. 220,000 compounds, 1.1% hits;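 active = inhibition above the campaign mean plus 3 SD over all tested compounds, cut at about 24% in these data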;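 note: cytokine-independent growth of Ba/F3 cells driven by EpoR plus mutant JAK2; 0% = DMSO-treated cells and 100% = JAK inhibitor I control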
BaF3 tox: parental Ba/F3 viability inhibition as JAK2V617F counter-screen; CellTiter-Glo ATP luminescence; inhibition, % at 5.6 µM; 220,000 compounds, 1.1% hits; AID 1486;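 active = inhibition above a per-campaign cutoff, the mean inhibition of all tested compounds plus 3 SD, cut at about 27% in these data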;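 note: 0% = DMSO wells and 100% = JAK Inhibitor I control wells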
p97 inhibitor: blocks human p97 ATPase activity; P55072; recombinant p97 ATPase, Kinase-Glo ATP luminescence, 3 h; inhibition, % at 8 µM; 220,000 compounds, 0.42% hits; in the data active = inhibition above about 15%;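 note: 0% = DMSO vehicle and 100% = wells lacking enzyme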
* marks the source's active call; other numbers are inactive results; . = no result given; & = joins results of further samples; [ ] = dose if it differs, or a comment. The list is partial, so the mix of outcomes need not match the whole.

| compound | RBBP9 inh | Tb hexokinase | p47phox inh | EP2 antag | Furin inhibitor | PPC-1+TRAIL kill | Ba/F3 V617F tox | BaF3 tox | p97 inhibitor |
| --- | --- | --- | --- | --- | --- | --- | --- | --- | --- |
| Cc1cccc(Sc2c([N+](=O)[O-])ncn2C)n1 | -7 | -11 | 3 | 4 | -14[20 µM] | 3 | 0 | -2 | 2 |
| Cc1cc2nnc(SCC(=O)NCc3cccs3)n2c(N)n1 | 4 | 3 | -7 | 5&6 | -30 | 17 | 2 | 2 | 3 |
| CCOc1cc(CNCc2cccs2)cc(Br)c1OCC | -2 | 3 | 6 | 6 | -20[20 µM] | 11 | 1 | -1 | -4 |
| FC(F)(F)c1cccc(Cc2noc(CN3CCCC3)n2)c1 | -3 | 0 | -12 | 4 | -7 | 6 | 3 | 2 | -4 |
| O=S(=O)(c1ccc2c(c1)OCCO2)N1CCN(Cc2ccc3c(c2)OCO3)CC1 | 3 | 1 | 4 | 14 | -9[20 µM] | 13 | 4 | 9 | -3 |
| CCOCCCNC(=O)CCCn1nc(C)n2c(cc3sccc32)c1=O | -8 | -9 | -4 | 14 | -26 | 9 | -4 | -1 | 0 |
| CS(=O)(=O)N(CC(=O)N1CCN(c2ccc(F)cc2)CC1)C1CCCCC1 | 2 | 4 | -6 | -4 | -9[20 µM] | 16 | -1 | -2 | 0 |
| CC1(C)CC(=O)C2=C(C1)OC1=C(C(=O)CC(C)(C)C1)C2(C)C | -5 | 10 | -5 | 3 | -25 | -6 | 1 | 5 | -4 |
| CCn1c(=O)c(C(=O)NCc2cccnc2)c(O)c2ccccc21 | -7 | -12 | 4 | 11 | -20 | 7 | 0 | 4 | 7 |
| C[C@@H](C(=O)Nc1nc2ccccc2s1)N1C(=O)C2CC=CCC2C1=O (stereo partly specified) | -7 | 6 | -4 | 7 | -11 | 5 | 1 | 3 | -1 |
| CC(Sc1n[nH]c(=O)[nH]c1=O)C(=O)OCc1ccccc1 (stereo unspecified) | -4 | -2 | -8 | 4 | 4[20 µM] | 16 | -3 | -2 | 3 |
| O=C(Nc1ccccn1)Nc1cccs1 | 2 | 0 | -2 | 3 | -17 | -15 | -5 | 0 | 3 |
| CC(=O)Nc1ccc(NC(=O)CCC(=O)NCCO)cc1 | 10 | 35 | -8 | 2 | -15 | 3 | -2 | 4 | 6 |
| Cc1ccc(S(=O)(=O)N2c3cc(C)ccc3OCC2C(C)(C)C)cc1 (stereo unspecified) | -9 | 5 | -10 | 15 | -10[20 µM] | 2 | -4 | 0 | -2 |
| COc1cccc(CNC(=O)CN(C)S(=O)(=O)c2cccc3cccnc23)c1 | 21* | -13 | -3 | 4 | -14 | -11 | 3 | -7 | 2 |
| CCCCN1C(=O)C(NC(C)=O)c2ccccc21 (stereo unspecified) | 1 | -1 | -10 | 7 | 7[20 µM] | 12 | -4 | -2 | 4 |
| Cc1noc(C)c1C(=O)OCC(=O)Nc1cccc(S(N)(=O)=O)c1 | 2 | -4 | -3 | 8 | -27 | 4 | -3 | -4 | 1 |
| C/C(=N\OC(=O)Nc1ccc(Cl)cc1)c1ncc(C(F)(F)F)cc1N1CCOCC1 | 6 | -7 | -5 | 9 | -5[20 µM] | 6 | -1 | 1 | 2 |
| COc1ccc(C2=Nn3c(nnc3-c3ccc(OC)cc3)SC2)cc1 | -8 | -7 | -25 | 5 | -15 | 3 | 64* | 76* | 3 |
| O=C(CC(=O)NC1CCCCC1)N/N=C/c1ccccc1F | 5 | -8 | -4 | 6 | -11 | 8 | -4 | 0 | 2 |
| COc1ccc(CCN(Cc2cc3cccc(C)c3[nH]c2=O)C(=O)N2CCCC2)cc1OC | -5 | -5 | -12 | 4 | -26[20 µM] | -7 | -2 | 0 | -1 |
| COC(=O)C1=CN(Cc2ccc(OC)cc2)C=C(C(=O)OC)C1c1cccs1 | -2 | 2 | -5 | 14 | -26 | -2 | 4 | 10 | -5 |
| COc1c(/C=N/NC(N)=S)c(C)nn1-c1ccccc1 | -5 | 31 | -6 | 8 | 1 | 23 | 6 | 13 | -5 |
| Cc1ccc(/C=N/NC(=O)c2ccc3c(c2)OCCO3)s1 | -10 | -83 | -2 | 3 | -5 | 37[5 µM] | 65* | 37* | -2 |
| CN(C)C(=S)c1ccc(N(C)C)cc1 | -1 | -2 | -12 | 6 | -30 | 25 | 1 | 2 | 7 |
| COc1ccccc1C1(CC(=O)O)CCOC(C(C)C)C1 (stereo unspecified) | -2 | 2 | 12 | 9 | -11[20 µM] | -7 | -3 | 4 | -2 |
| Cc1cc(C(=O)CSc2nnnn2-c2ccc(O)cc2)c(C)n1C | 2 | -9 | -9 | 7 | -8 | 24 | 0 | 1 | 3 |
| C=CCNC(=S)Nc1sc2c(c1C(=O)OCC)CCN(C(=O)OCC)C2 | -9 | -8 | -4 | 18 | -14[20 µM] | 8 | -1 | 6 | 7 |
| O=C(CCc1ccccc1)c1ccc2c(c1)OCCCO2 | -12 | 12 | -7 | 19&8 | -2[20 µM] | 4 | 5 | 7 | -7 |
| Cc1ccccc1N(CC(=O)NCCSc1ccccn1)S(=O)(=O)c1ccccc1 | -1 | 1 | -9 | 6 | -27 | 3 | -5 | 5 | 0 |

Some of these compounds in order of length of the SMILES, lowest first:
| compound | RBBP9 inh | Tb hexokinase | p47phox inh | EP2 antag | Furin inhibitor | PPC-1+TRAIL kill | Ba/F3 V617F tox | BaF3 tox | p97 inhibitor |
| --- | --- | --- | --- | --- | --- | --- | --- | --- | --- |
| CN(C)C(=S)c1ccc(N(C)C)cc1 | -1 | -2 | -12 | 6 | -30 | 25 | 1 | 2 | 7 |
| CCCCN1C(=O)C(NC(C)=O)c2ccccc21 (stereo unspecified) | 1 | -1 | -10 | 7 | 7[20 µM] | 12 | -4 | -2 | 4 |
| COc1ccccc1C1(CC(=O)O)CCOC(C(C)C)C1 (stereo unspecified) | -2 | 2 | 12 | 9 | -11[20 µM] | -7 | -3 | 4 | -2 |
| O=C(CC(=O)NC1CCCCC1)N/N=C/c1ccccc1F | 5 | -8 | -4 | 6 | -11 | 8 | -4 | 0 | 2 |
| Cc1ccc(/C=N/NC(=O)c2ccc3c(c2)OCCO3)s1 | -10 | -83 | -2 | 3 | -5 | 37[5 µM] | 65* | 37* | -2 |
| Cc1cc(C(=O)CSc2nnnn2-c2ccc(O)cc2)c(C)n1C | 2 | -9 | -9 | 7 | -8 | 24 | 0 | 1 | 3 |
| COc1ccc(C2=Nn3c(nnc3-c3ccc(OC)cc3)SC2)cc1 | -8 | -7 | -25 | 5 | -15 | 3 | 64* | 76* | 3 |
| C=CCNC(=S)Nc1sc2c(c1C(=O)OCC)CCN(C(=O)OCC)C2 | -9 | -8 | -4 | 18 | -14[20 µM] | 8 | -1 | 6 | 7 |
| Cc1ccccc1N(CC(=O)NCCSc1ccccn1)S(=O)(=O)c1ccccc1 | -1 | 1 | -9 | 6 | -27 | 3 | -5 | 5 | 0 |
| COC(=O)C1=CN(Cc2ccc(OC)cc2)C=C(C(=O)OC)C1c1cccs1 | -2 | 2 | -5 | 14 | -26 | -2 | 4 | 10 | -5 |
| C/C(=N\OC(=O)Nc1ccc(Cl)cc1)c1ncc(C(F)(F)F)cc1N1CCOCC1 | 6 | -7 | -5 | 9 | -5[20 µM] | 6 | -1 | 1 | 2 |

Other structures:
| compound | RBBP9 inh | Tb hexokinase | p47phox inh | EP2 antag | Furin inhibitor | PPC-1+TRAIL kill | Ba/F3 V617F tox | BaF3 tox | p97 inhibitor |
| --- | --- | --- | --- | --- | --- | --- | --- | --- | --- |
| COCCCn1c(SCC(=O)Nc2ccc3c(c2)OCCO3)nnc1-c1ccoc1C | -3 | 3 | -15 | 9 | -28 | -14 | -6 | -1 | 0 |
| COc1ccccc1-c1ccc(=O)n(CC(=O)NCc2cccs2)n1 | -5 | -2 | 2 | 6 | -19 | 18 | -1 | 2 | 0 |
| CCCCc1c(O)nc(SCC(=O)NCCc2ccc(OC)c(OC)c2)[nH]c1=O | -6 | 5 | -10 | 17 | -11 | -16 | 0 | 3 | 2 |
| O=C(CN1CCN(Cc2ccc(Cl)cc2)C1=O)NCCCN1CCN(c2ccc(F)cc2)CC1 | -5 | -8 | -15 | 7 | -12[20 µM] | 18 | -1 | 7 | 3 |
| O=C(COC(=O)c1cc(=O)[nH]c2ccccc12)Nc1nc(-c2ccccc2)cs1 | -2 | -9 | -28 | 11 | -30 | 18 | -2 | 3 | 4 |
| CO/N=C(\C(=O)O)c1csc(NN=C(C)C)n1 | -7 | 4 | -5 | 4 | -18 | 5 | 6 | 12 | -4 |
| CCNC(=S)Nc1cccc(Cl)c1C | -10 | 5 | 1 | 16 | -28[20 µM] | 0 | -1 | 5 | 0 |
| Cc1cc(C)c(S(=O)(=O)N2CCC(C(=O)NCc3ccc(Cl)cc3Cl)CC2)c(C)c1 | -2 | 2 | -7 | 8 | -22[20 µM] | 1 | 1 | 9 | -6 |
| COc1cccc(-n2c(C)nc3c(cnn3-c3ccc(C)cc3)c2=O)c1 | -2 | 4 | -9 | 15 | -11[20 µM] | 9 | -1 | 5 | -2 |
| N#C/C(=C/c1ccc(-c2ccc(S(N)(=O)=O)cc2)o1)c1nc2ccccc2s1 | -10 | -12 | -76 | 13 | -14 | 4 | 2 | 8 | 4 |
| COc1ccc(C(=O)N2CCN(Cc3ccc4c(c3)OCO4)CC2)cc1[N+](=O)[O-] | 0 | -9 | -2 | -1 | -15 | 17 | -8 | 6 | 9 |
| CN(C(=O)CS(=O)(=O)c1cccc(Cl)c1)c1ccccc1 | -3 | 6 | -5 | 2 | 7 | 30 | 1 | 4 | -1 |
| CCCCOCCCNC(=O)c1ccc([N+](=O)[O-])c(C)c1 | -4 | -4 | -1 | 10 | -26 | 9 | -1 | 5 | 6 |
| O=C(CN1CCCC1)Nc1ccc(-c2nc3cc(NC(=O)CN4CCCC4)ccc3o2)cc1 | 0 | -33 | -24 | 8 | -28[20 µM] | 40 | 9 | 11 | -4 |
| CN(C)CC(C)(C)CNS(=O)(=O)c1ccc(Cl)s1 | 12 | -2 | -1 | 5 | -20 | 28 | -4 | -1 | 10 |
| COCc1cc(=O)[nH]c(/N=C(\N)Nc2ccc(C)cc2)n1 | -7 | -2 | -1 | 1 | -15[20 µM] | 27 | -2 | 5 | -1 |
| CCOC(=O)C1CCCN(Cc2c(Cl)cccc2Cl)C1 (stereo unspecified) | -10 | -1 | -15 | 1 | -19[20 µM] | 24 | -1 | 4 | 0 |
| Cc1ccc(C)c(-c2cc(C(=O)Nc3cccc(C(=O)O)c3)c3ccccc3n2)c1 | -7 | 7 | -3 | 8 | -11 | 13 | 6 | 9 | -5 |
| Cc1nn(CCCC(=O)Nc2cccnc2Cl)c(C)c1[N+](=O)[O-] | 7 | -3 | 4 | 3 | -11 | -18 | 1 | 9 | 4 |
| CCOC(=O)C1=C(c2ccccc2)NC(N)=NC1c1ccc(OCc2ccc(C(=O)OC)cc2)cc1 (stereo unspecified) | 5 | 41 | 84* | 32 | -29 | -1 | -5 | -2 | 33* |
| CC(=O)c1cc(C#N)c(N(C)Cc2ccccc2)nc1C | -4 | -12 | -6 | 7 | -11 | 20 | 3 | 3 | -4 |
| CC(=O)c1sc(C(C)(C)C)cc1NC(=O)CCC(=O)O | -8 | 24 | 7 | 4 | -44 | -10 | 2 | 5 | 2 |
| COc1ccc(S(=O)(=O)NC(Cc2cnc[nH]2)C(=O)O)cc1 (stereo unspecified) | -10 | 32 | -6 | 7 | -8 | 7 | -3 | 0 | 0 |
| CC1(c2nnc(-c3ccc(Cl)cc3)o2)CC(c2ccc([N+](=O)[O-])cc2)=NO1 (stereo unspecified) | . | -5 | 4 | 8 | -24 | 5 | . | . | . |
